# ABCB6 inh 2: blocks the human ABCB6 transporter. actives 0.19% (n = 360,000). K562-ABCB6 porphyrin accumulation, flow cytometry, 1 h; active compounds read low. AID 602162. Q9NP58. fluorescence ratio to DMSO, % at 10 µM;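 active means fluorescence ratio to DMSO below 75%, the collection mean minus 3 SD; inconclusive means too few cells collected in the well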;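 further: signal is porphyrin accumulated inside mitochondria; 100% equals median channel fluorescence of DMSO control wells; lower ratio means ABCB6 inhibition with less porphyrin fluorescence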
# Vif imaging: inhibitors of HIV Vif; HEK293T cells, Vif self-association by quenched fluorescence, imaging, 24 h; inhibition, % at 7.49 µM; actives 0.35% (n = 340,000); AID 602346; in the data active means inhibition above about 50%, passing the limit was not always enough; inconclusive means no clear call, values can overlap the other calls; inactive means below about 31%; further: some results filed as inactive read as strong as hits
# ABHD5 PLIN5 PPI: ABHD5-PLIN5 protein interaction inhibition; Q00G26+Q8WTS1; Split G. princeps luciferase complementation, luminescence, 4 h; inhibition, % at 4 µM; actives 0.78% (n = 360,000);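 active means inhibition above the mean inhibition across every tested compound plus 3 SD, cut at about 22% in these data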;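 further: 0% = DMSO only wells and the 100% control is not disclosed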
# NOD2 RIPK2 PPI: inhibitors of human NOD2-RIPK2 interaction. O43353. CHO BLA complementation NOD2-RIPK2, CCF4 ratio. inhibition, % at 4.98 µM. actives 0.38% (n = 360,000). AID 624267; in the data active means inhibition above about 21%;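 further: 0% = vehicle only and 100% = reference blocker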
# MC4R ag barr: activates human MC4R beta-arrestin recruitment; actives 0.98% (n = 360,000); P32245; U2OS MC4R beta-arrestin complementation, luminescence; percent of melanotan II response, DMSO zero; AID 540308; activation, % at 8.9 µM;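 active means activation above a per-plate cutoff, the mean activation of sample wells on that plate plus 3 SD, cut at about 8% in these data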
# MC4R antag cAMP: human MC4R antagonism in cAMP assay. P32245. MC4R-expressing cells, MTII-stimulated cAMP, LANCE TR-FRET. inhibition, % at 6.5 µM. actives 0.48% (n = 360,000). AID 540295;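 active means inhibition above its plate's cutoff, the mean of tested wells on that plate plus 3 SD, cut at about 29% in these data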;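 further: 0% = Melanotan II alone and 100% = Melanotan II plus saturating MCL0020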
#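 Assay system: U2OS cells stably expressing human melanocortin 4 receptor (MC4R) / Dosing: 6.5 µM / Timing: compound 30 min, challenge 1 h, detection 1 h / Measured by: Eu-cAMP/anti-cAMP TR-FRET, emission 671 nm / Replicates: singlicate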
# Glyco luc inh: N-linked glycosylation inhibition | D54 ERlucT glycosylation luciferase reporter, 24 h; percent of 100 nM tunicamycin response | actives 0.23% (n = 360,000) | reporter increase, % at 12.5 µM | AID 588692;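 active means mean luciferase reporter signal, scaled so untreated is 0 and the glycosylation-blocking control 100, at or above a set limit in every replicate; inconclusive means mean reaches the limit but not every replicate does; inactive means mean below the limit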;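 further: luciferase carries N-glycosylation sites so blocking glycosylation raises the light; 0% = median of neutral control wells and 100% = median of 100 nM tunicamycin wells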
# Granule exo inh: blocks lytic granule exocytosis. TALL-104 LAMP-1 surface exposure, flow cytometry; cells stimulated with thapsigargin and PMA. inhibition, % at 10 µM. actives 0.66% (n = 360,000);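 active means inhibition above about 55%, limit read from the data; inconclusive means no clear call, values can overlap the other calls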
# TLR9-MyD88 block: blocks human TLR9 binding to MyD88. Q9NR96+Q99836. CHO BLA complementation TLR9-MyD88, CCF4 FRET ratio. inhibition, % at 4.98 µM. actives 0.21% (n = 340,000);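 active means inhibition above the mean over all tested compounds plus 3 SD, cut at about 21% in these data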;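 further: 0% = DMSO only wells and 100% = clavulanate BLA inhibitor control wells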
# Target sequence (Q99836 whole entry, looked up): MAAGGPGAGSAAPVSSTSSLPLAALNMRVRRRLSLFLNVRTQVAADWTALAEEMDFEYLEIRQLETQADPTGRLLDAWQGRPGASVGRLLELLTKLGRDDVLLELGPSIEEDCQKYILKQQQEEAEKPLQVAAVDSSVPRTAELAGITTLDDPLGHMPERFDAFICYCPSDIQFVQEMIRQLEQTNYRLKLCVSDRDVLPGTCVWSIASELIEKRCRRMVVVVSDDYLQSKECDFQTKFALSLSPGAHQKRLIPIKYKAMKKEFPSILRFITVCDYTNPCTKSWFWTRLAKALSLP
# Target sequence (Q9NR96 whole entry, looked up): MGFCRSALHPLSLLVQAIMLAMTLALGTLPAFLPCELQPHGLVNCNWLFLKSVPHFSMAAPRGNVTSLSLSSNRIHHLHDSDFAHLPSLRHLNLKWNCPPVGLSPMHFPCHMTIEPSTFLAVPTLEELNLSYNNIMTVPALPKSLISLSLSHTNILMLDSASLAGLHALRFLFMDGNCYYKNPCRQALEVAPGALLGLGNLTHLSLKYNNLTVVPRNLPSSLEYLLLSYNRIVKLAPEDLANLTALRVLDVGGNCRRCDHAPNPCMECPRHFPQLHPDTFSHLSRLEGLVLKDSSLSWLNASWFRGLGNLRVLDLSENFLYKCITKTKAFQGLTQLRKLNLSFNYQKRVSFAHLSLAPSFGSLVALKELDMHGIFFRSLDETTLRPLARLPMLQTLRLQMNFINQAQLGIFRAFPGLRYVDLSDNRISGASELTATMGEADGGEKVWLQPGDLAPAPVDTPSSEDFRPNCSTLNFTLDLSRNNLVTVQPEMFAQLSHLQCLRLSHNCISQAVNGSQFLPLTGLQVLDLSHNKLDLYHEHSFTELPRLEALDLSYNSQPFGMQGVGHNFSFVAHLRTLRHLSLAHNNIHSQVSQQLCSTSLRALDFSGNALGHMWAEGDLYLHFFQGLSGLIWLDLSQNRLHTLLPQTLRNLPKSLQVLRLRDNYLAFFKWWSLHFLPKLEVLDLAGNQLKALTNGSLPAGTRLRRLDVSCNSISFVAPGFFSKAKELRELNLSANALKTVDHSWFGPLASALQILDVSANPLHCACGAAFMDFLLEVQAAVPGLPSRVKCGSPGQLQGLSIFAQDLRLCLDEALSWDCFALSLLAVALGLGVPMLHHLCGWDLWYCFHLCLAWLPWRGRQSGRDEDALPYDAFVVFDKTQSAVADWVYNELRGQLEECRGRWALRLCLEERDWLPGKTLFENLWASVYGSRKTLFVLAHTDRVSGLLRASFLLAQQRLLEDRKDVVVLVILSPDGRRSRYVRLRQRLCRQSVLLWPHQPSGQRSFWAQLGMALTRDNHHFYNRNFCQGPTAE
# aDG glyco up: increases alpha dystroglycan glycosylation; Pro5-aDG cells, alpha-DG glycosylation AlphaScreen (IIH6); 0% Pro5, 100% B10-LARGE cell signal; activation, % at 10 µM; actives 0.22% (n = 360,000);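 active means activation of at least 8% versus controls, or a plate z-score of at least 8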;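 further: Pro5 are CHO cells carrying HIG-tagged alpha-DG that lacks glycosylation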
# The depositor's hits bear a star; ? = inconclusive; nt = no result given.
SMILES,ABCB6 inh 2,Vif imaging,ABHD5 PLIN5 PPI,NOD2 RIPK2 PPI,MC4R ag barr,MC4R antag cAMP,Glyco luc inh,Granule exo inh,TLR9-MyD88 block,aDG glyco up
C[C@@H]1CCCCO[C@H](CN(C)C(=O)Nc2ccc(F)cc2)[C@@H](C)CN([C@H](C)CO)C(=O)c2cc(N(C)C)ccc2O1,100,-4,-8,-6,1.1,11,-1,3,-2,-0.1
COc1cccc(NC(=O)CN(C)C(=O)CCNC(=O)c2ccc(Br)cc2)c1,93,4,-5,3,-0.2,-1,0,6,-5,-0.1
S=c1[nH]nc(COc2ccccc2)n1/N=C/c1ccncc1,104,-3,10,12,6.1,9,2,7,-3,-0.4
O=C1COc2ccc(S(=O)(=O)N3CCC(C(=O)NCc4ccccc4)CC3)cc2N1,94,-1,1,-6,-2.5,4,0,-2,-2,-0.2
Cc1cc(NC(=O)c2ccc3c(c2)C(=O)N(CC(C)C)C3=O)no1,97,-4,2,1,-0.4,-6,2,-2,8,-0.2
COc1ccccc1N1CCN(CC(=O)Nc2ccccc2C(=O)NCCc2ccccc2)CC1,98,-1,-3,1,-2.5,-23,-6,4,6,-0.4
CCCc1ccc(-c2cc(C(=O)NCCc3ccc(S(N)(=O)=O)cc3)c3ccccc3n2)cc1,107,-10,0,-5,1.4,2,-7,15,2,2.3
Cc1ccc(NC(=O)C2(NC(=O)c3cccc(N4C(=O)CSC4c4ccccc4)c3)CCCCC2)cc1 (stereo unspecified),98,6,-1,1,-1.0,22,-3,0,2,0.0
CN(Cc1cccc(F)c1)C(=O)CN1C(=O)NC2(CCc3ccccc32)C1=O (stereo unspecified),96,-3,3,3,-3.2,12,-1,-6,-5,0.0
O=C(C1COc2ccccc2O1)N1CCN(c2ccc([N+](=O)[O-])cc2)CC1 (stereo unspecified),98,-4,0,1,0.1,3,0,16,-7,1.5
O=C(CN(Cc1ccccc1C(F)(F)F)C(=O)CNC(=O)c1ccco1)NC1CCCC1,98,-2,-4,2,1.9,18,7,2,-6,0.4
COc1ccc(OCCN2CCC(C(=O)NC(C)c3cccc4ccccc34)CC2)cc1 (stereo unspecified),102,-3,-2,-6,-1.0,3,0,0,nt,0.6
COc1ccc(N(CC(O)CN2CCCCC2)S(=O)(=O)c2ccc(C)cc2)cc1 (stereo unspecified),90,10,6,-4,1.3,15,-3,-1,-8,0.5
C=CCn1c(CC(=O)Nc2ccc(C)cc2C)nnc1SCC(=O)N1CCOCC1,98,5,-2,3,-1.3,8,1,-4,-4,-0.4
O=C(Nc1ccc(S(=O)(=O)N2CCCC2)cc1)C1CCN(S(=O)(=O)c2ccc(F)cc2)CC1,94,-3,-3,2,-0.9,9,-2,4,6,0.0
Cc1nc(-c2cccc(S(=O)(=O)N3CCCCC3)c2)cs1,98,-3,-8,-3,-1.2,1,-3,0,1,0.2
CC(C)NC[C@@H](O)c1ccc(O)c(O)c1,98,2,-15,3,-0.6,-11,4,0,1,0.1
CCOc1ccc(S(=O)(=O)N2CCN=C2c2ccccc2)cc1,103,-6,-1,-11,-0.5,-10,19,-2,6,-0.1
O=C(OCCCc1cc2ccccc2c(=O)o1)N1CCOCC1,98,-3,-1,4,-1.9,1,2,18,-3,-0.1
Cc1cc(NCCC(C)C)n2nc(C)c(-c3ccccc3)c2n1,102,0,0,4,0.5,-6,3,11,-8,1.3
O=C1CC(c2ccccc2)c2cc(O)ccc2O1 (stereo unspecified),98,-1,9,-12,-0.8,-6,1,-2,-3,-0.1
CC(CCc1ccccc1)NC(=O)CSc1nccc(=O)[nH]1 (stereo unspecified),96,-37,-8,-1,-3.4,-5,1,-7,-2,-0.1
O=C(NCc1ccccn1)C1(C(F)(F)F)C/C(=C\CCO)CCCO1 (stereo unspecified),103,6,7,-1,-1.8,5,0,4,4,-0.1
Cn1c(CSCc2ccc(Cl)c(Cl)c2)n[nH]c1=S,92,-9,0,16,-3.5,7,-3,-3,9,0.1
CC(C)(C)C(=O)N1CCN(c2nc3ccc(Br)cc3s2)CC1,93,-1,-9,-3,-3.6,5,-2,10,-8,0.0

# Single records (already shown). Order of screens: ABCB6 inh 2 | Vif imaging | ABHD5 PLIN5 PPI | NOD2 RIPK2 PPI | MC4R ag barr | MC4R antag cAMP | Glyco luc inh | Granule exo inh | TLR9-MyD88 block | aDG glyco up
# CC(C)(C)C(=O)N1CCN(c2nc3ccc(Br)cc3s2)CC1 as listed: 93 | -1 | -9 | -3 | -3.6 | 5 | -2 | 10 | -8 | 0.0
# Cn1c(CSCc2ccc(Cl)c(Cl)c2)n[nH]c1=S as listed: 92 | -9 | 0 | 16 | -3.5 | 7 | -3 | -3 | 9 | 0.1
# O=C1CC(c2ccccc2)c2cc(O)ccc2O1 (stereo unspecified) as listed: 98 | -1 | 9 | -12 | -0.8 | -6 | 1 | -2 | -3 | -0.1

# The results go on:
SMILES,ABCB6 inh 2,Vif imaging,ABHD5 PLIN5 PPI,NOD2 RIPK2 PPI,MC4R ag barr,MC4R antag cAMP,Glyco luc inh,Granule exo inh,TLR9-MyD88 block,aDG glyco up
CCOC(=O)C1CCN(C(=S)Nc2ccc(CC)cc2)CC1,95,-1,-5,-14,-0.2,3,0,-1,0,0.2
Cn1c2[n+](c3ccc(Cl)cc3c1=O)Cc1ccccc1-2,96,0,3,-1,1.6,9,3,0,-8,0.1
Cc1ccccc1-c1nc(CSc2nc3c(c(=O)[nH]2)CCC3)c(C)o1,100,-3,6,-17,1.0,-7,1,5,16,0.1
COc1cc(OC)cc(C(=O)N2CCN(c3ncccn3)CC2)c1,93,-9,2,-24,-2.4,0,2,2,-10,0.0
CCOc1ccccc1OCC(=O)Nc1ccc(S(=O)(=O)Nc2nc(C)cc(C)n2)cc1,86,2,-2,-6,-0.7,5,1,1,2,-0.2
CCc1ccc(C(=O)NC(=S)NCc2cccnc2)cc1,97,-10,-7,1,1.5,13,-1,2,-1,0.1
CC(C)Nc1nnc(SCC(=O)Nc2ccc(F)cc2)s1,99,-2,0,0,-2.0,-4,1,0,2,0.0
CC(=O)NCCNC(=O)c1ccc(Sc2ccccc2)c([N+](=O)[O-])c1,100,-1,1,-6,1.8,18,1,2,-1,-0.2
CSc1ncccc1C(=O)Nc1ccc(C)cn1,95,-6,6,-9,-2.1,4,0,-2,9,0.3
COc1ccc(CNC(=O)c2cc(-c3ccncc3)nc3c(C)cc(C)cc23)cc1OC,87,2,7,3,1.9,5,3,-13,-3,-0.5
O=C(NCc1ccc(F)cc1)c1cc(-c2ccco2)on1,96,nt,-6,-1,4.2,-4,-1,0,-4,0.1
C1CCN(CCC2CCCCN2)CC1 (stereo unspecified),92,-4,5,-1,0.3,2,1,-4,-5,0.0
COc1ccc(NC(=O)COc2ccc(N(C)S(=O)(=O)c3ccc(Cl)cc3)cc2)cc1OC,85,-25,-1,5,1.2,3,-7,-1,1,0.9
CN(CC(=O)Nc1ccc(F)c(F)c1F)C(=O)CC1OC(=O)c2ccccc21 (stereo unspecified),94,4,-7,-10,-2.4,-2,1,3,16,-0.2
COc1ccc(-c2nc(CS(=O)(=O)CC(=O)NCc3cccc(OC)c3OC)c(C)o2)cc1,97,0,-5,-1,-0.5,15,-1,-2,2,0.1
COc1cccc(N2CCN(C(=O)c3ccc4nc(N5CCCCC5)sc4c3)CC2)c1,94,-3,0,0,-0.1,-1,-4,0,-2,0.0
C[C@@H]1CN([C@@H](C)CO)C(=O)CCCn2nncc2CO[C@H]1CN(C)Cc1ccc2cccnc2c1,89,0,-5,-5,3.1,0,2,-2,-8,0.3
COc1ccc(-c2csc(N(CCCN(C)C)C(=O)c3ccccc3Cl)n2)cc1,106,-3,8,8,-0.1,-11,-13,3,-3,0.1
COc1cc(C(=O)NCCCCc2ccccc2)cc(OC)c1OC,92,-5,2,-1,0.0,2,4,-6,-11,0.2
COc1cnc(-c2ccccn2)nc1Oc1ccc(Cl)c2ccccc12,104,-9,2,1,3.0,-2,-2,2,11,3.9
Cc1cc(F)ccc1NC(=S)NC1CCCC1,91,-4,4,-3,-1.6,1,1,-4,-6,-0.1
Cc1nnc(C)n1/N=C/c1cc2ccccc2nc1Cl,101,-3,0,-10,-1.5,2,11,4,-7,0.1
COc1cc(-c2ccc3oc(-c4ccsc4)c(C#CC4(O)CCCCC4)c3c2)cc(OC)c1OC,95,3,-5,-2,-0.8,16,-1,5,-11,2.2
COc1cccc(/C=C2/Sc3ccc(C(=O)NCCN4CCCC4)cc3NC2=O)c1,104,4,7,0,-3.9,-7,-11,?,5,0.4
COCCNc1nc2cc(-c3ccc(C)cc3)sc2c(=O)n1C,94,-6,2,-5,-1.1,11,2,-4,nt,0.2
COc1ccc(Cc2nc(-c3cccs3)no2)cc1,106,-4,-2,-2,0.0,2,0,0,-8,0.0
CN(C)C(=O)N1CCC(C(=O)NCc2ccccc2)CC1,101,10,-6,-10,-0.2,0,2,4,0,-0.3
CCOC(=O)Cc1csc(NC(=O)c2ccc(N3CCOCC3)cc2[N+](=O)[O-])n1,101,-1,10,-9,-1.3,13,-1,10,1,-0.2
COc1ccc2c(=O)c(Oc3ccc(C(=O)O)cc3)c(C(F)(F)F)oc2c1,104,-3,2,-6,-4.4,-3,-8,0,11,-0.3
S=c1[nH]nc(-c2ccc(Cl)cc2Cl)n1-c1ccc2c(c1)OCCO2,95,14,-2,-1,-0.5,3,1,1,3,-0.2
N=C(N)c1ccc(Cl)cc1,95,-3,4,-3,-1.7,4,-1,0,0,1.0
CC(C)(C)OC(=O)NNC(=O)c1cccs1,98,2,0,6,-0.7,-5,0,-1,nt,0.3
Cc1ccc(NC(=O)c2cc(=O)c3ccccc3o2)cc1S(=O)(=O)N1CCCCC1,90,-20,1,0,-0.5,6,-8,-3,6,0.0
Nn1cnnc1N/N=C/c1cccc(Cl)c1Cl,96,-4,-39,4,1.3,10,2,8,-12,0.3
O=C(NC1CC1)C1CC(=O)N(c2cccc(Cl)c2)C1 (stereo unspecified),99,-1,-1,7,-0.7,-1,1,0,-5,0.2
CC1(C(=O)Nc2cccc(Oc3ccccc3)c2)CCN1C1Cc2ccccc2C1 (stereo unspecified),94,-3,-6,8,-1.0,5,-6,2,nt,0.2
COc1ccc(-c2csc(NC(=S)NC(=O)/C=C/c3ccc(C(C)C)cc3)n2)cc1OC,83,5,-4,-12,-4.1,-2,-9,2,13,0.0
COc1ccc(C2(c3ccc(OC)cc3)NC(=O)N(CC(=O)NCC(F)(F)F)C2=O)cc1,96,14,1,-3,-1.1,5,1,2,11,0.0
Cn1cnc([N+](=O)[O-])c1S(=O)(=O)Oc1ccccc1,84,-3,62*,19,-3.4,4,22,0,9,-0.3

# Assay outcomes deposited in PubChem by several laboratories.

# These rows are one share of the data; count on the stated rates, not on these rows.
